# Compound activity deposited in PubChem BioAssay by several laboratories.
# CRFBP-R2 agonist: CRF-BP/CRF-R2 complex agonism; HEK293 CRF-R2/CRF-BP, calcium dye fluorescence (FLIPR); percent of saturating CRF peptide response; activation, % at 13.2 µM; 350,000 compounds, 0.46% hits; AID 588473;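 active means activation of at least 50%, plus an integration ratio under a set limit after plate pattern correction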;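 further: plate controls were neutral control wells without compound for no effect and CRF at EC100 for full effect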
# CRFBP-R2 block: antagonists of CRF-binding protein/CRF-R2 receptor complex. HEK293 CRF-R2/CRF-BP, CRF-induced calcium fluorescence. inhibition, % at 11.8 µM. 350,000 compounds, 0.59% hits;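 active means inhibition of the ligand-induced calcium signal above about 50% at the single tested concentration, limit read from the data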
# IDE inh: inhibits human insulin-degrading enzyme in HEK cells; P14735; AID 434962; FAbetaB cleavage, fluorescence polarization; inhibition, % at 5.59 µM; 320,000 compounds, 0.41% hits;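 active means percent inhibition above the average of all tested compounds plus 3 SD, set per screening campaign, cut at about 16% in these data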;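 further: IDE supplied by intact live HEK cells; FP after avidin binding of uncleaved biotin substrate so inhibition keeps polarization high; 0% = DMSO wells and 100% = 60 µM reference IDE inhibitor Ii1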
# Target sequence (P14735 whole entry, looked up): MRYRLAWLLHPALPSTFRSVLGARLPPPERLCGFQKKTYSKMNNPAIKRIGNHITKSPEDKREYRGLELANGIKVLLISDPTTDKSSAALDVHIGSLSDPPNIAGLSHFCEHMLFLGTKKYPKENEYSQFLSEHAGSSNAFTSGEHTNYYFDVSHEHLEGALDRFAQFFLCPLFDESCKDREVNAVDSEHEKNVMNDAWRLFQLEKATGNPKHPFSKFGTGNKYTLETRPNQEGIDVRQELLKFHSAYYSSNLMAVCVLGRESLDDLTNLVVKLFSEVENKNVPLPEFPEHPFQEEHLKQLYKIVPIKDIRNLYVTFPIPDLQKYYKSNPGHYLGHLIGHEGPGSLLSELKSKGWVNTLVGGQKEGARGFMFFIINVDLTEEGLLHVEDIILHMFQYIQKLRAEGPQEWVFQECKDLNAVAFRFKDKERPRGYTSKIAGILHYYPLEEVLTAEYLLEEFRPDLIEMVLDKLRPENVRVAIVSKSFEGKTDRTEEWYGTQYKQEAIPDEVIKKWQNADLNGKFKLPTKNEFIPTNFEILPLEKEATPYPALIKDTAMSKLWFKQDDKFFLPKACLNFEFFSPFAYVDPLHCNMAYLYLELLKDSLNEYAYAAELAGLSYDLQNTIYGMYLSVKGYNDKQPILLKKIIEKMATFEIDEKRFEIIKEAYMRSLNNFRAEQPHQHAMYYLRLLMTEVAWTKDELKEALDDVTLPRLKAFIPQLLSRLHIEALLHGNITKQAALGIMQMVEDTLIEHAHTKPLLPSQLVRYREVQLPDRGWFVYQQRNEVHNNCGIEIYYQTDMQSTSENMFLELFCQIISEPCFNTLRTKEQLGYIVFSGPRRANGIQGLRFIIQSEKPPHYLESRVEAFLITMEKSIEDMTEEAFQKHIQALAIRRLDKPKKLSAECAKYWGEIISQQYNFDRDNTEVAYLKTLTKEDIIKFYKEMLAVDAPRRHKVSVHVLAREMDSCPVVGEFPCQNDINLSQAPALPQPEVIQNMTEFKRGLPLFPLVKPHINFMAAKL
# CHRM4 PAM: CHRM4 positive allosteric modulation; activation, % at 3 µM; P08173; 360,000 compounds, 0.4% hits; CHO-K1 hM4/Gqi5, Fluo-8 calcium fluorescence, ACh EC20; 0% = ACh EC20, 100% = maximal ACh; AID 624126;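 active means activation above its plate's cutoff, the mean activation of sample wells plus 3 SD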; further: some results filed as inactive read as strong as hits
# M5 PAM: positive allosteric modulators of human muscarinic M5 receptor; P08912; CHO-K1 hM5, Fluo-8 calcium, ACh EC20 PAM; 0% = ACh EC20, 100% = ACh EC100; activation, % at 3 µM; 360,000 compounds, 0.3% hits; AID 624038;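 active means activation above the run cutoff, the mean activation of all test compounds plus 3 SD, cut at about 18% in these data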
#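 Test system: CHO-K1 hM5 cells / Doses: single-point, 3 µM nominal / Times: Post-acetylcholine fluorescence recording 140 s / Technique: Fluo-8 calcium fluorescence / Measure: Max/basal fluorescence ratio as % of EC20–EC100 ACh window / Benchmarks: low control EC20 acetylcholine (0%), high control EC100 acetylcholine (100%) / Replicates: one well per compound, no replicates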
# CHRM5 agonist: CHRM5 agonism in calcium assay. P08912. CHO-K1 hM5 cells, Fluo-8 calcium fluorescence; 0% DMSO wells, 100% maximal acetylcholine response. activation, % at 3 µM. 360,000 compounds, 0.19% hits;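 active means activation above the run's mean over test compounds plus 3 SD, cut at about 23% in these data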;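 further: signal is peak over basal fluorescence ratio across the kinetic read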
# M4 ag: agonists of human muscarinic M4 receptor (CHRM4). P08173. CHO-K1 hM4/Gqi5, Fluo-8 calcium fluorescence; vehicle 0%, full acetylcholine response 100%. activation, % at 3 µM. 360,000 compounds, 0.14% hits. AID 624127;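 active means activation above the run mean over all test wells plus 3 SD, cut at about 32% in these data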;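 further: peak over basal fluorescence ratio per well then scaled between controls; 0% = DMSO wells and 100% = acetylcholine at EC100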
# M4 antag: blocks acetylcholine activation of human M4 receptor; CHO-hM4 cells, ACh EC80, Fluo-8 calcium fluorescence; AID 624125; 360,000 compounds, 0.73% hits; inhibition, % at 3 µM;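 active means inhibition above its plate's cutoff, the mean inhibition of sample wells plus 3 SD, cut at about 27% in these data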;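 further: 0% = acetylcholine EC80 with DMSO and 100% = DMSO without agonist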
# CHRM5 antagonist: blocks acetylcholine activation of human M5 receptor. P08912. CHO-hM5 cells, Fluo-8 calcium fluorescence, ACh EC80. inhibition, % at 3 µM. 360,000 compounds, 0.59% hits. AID 624040;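 active means inhibition above a per-plate cutoff, the mean of that plate's test compounds plus 3 SD, cut at about 27% in these data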;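 further: 0% = acetylcholine EC80 with DMSO and 100% = DMSO without agonist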
# Numbers without * were called inactive; / = no result given.
nr	CRFBP-R2 agonist	CRFBP-R2 block	IDE inh	CHRM4 PAM	M5 PAM	CHRM5 agonist	M4 ag	M4 antag	CHRM5 antagonist	Structure
1	-0.1	4	9	5	-1	-5	0	2	9	CCOc1ccc(NC(=O)C2CCC(CNc3c(N4CCCCC4)c(=O)c3=O)CC2)cc1 (configuration not stated)
2	0.4	-5	2	7	-1	2	1	-7	11	CSCCC(NC(=O)c1ccccc1Cl)C(=O)NCc1ccncc1 (configuration not stated)
3	-2.9	8	4	1	5	1	-1	-16	1	Cc1ccc2nc(-c3ccc(Br)cc3)cn2c1
4	-0.1	-4	3	8	6	1	2	-3	10	CC(C)(C)OC(=O)[C@H](CCCCN)NC(=O)c1nc[nH]c1C(=O)N[C@@H](CCCCN)C(=O)OC(C)(C)C
5	-0.5	2	-3	-5	-8	6	10	2	5	Cc1ccc(Cn2nc(C)c(C(=O)N3CCN(S(=O)(=O)/C=C/c4ccccc4)CC3)c2C)cc1
6	-0.3	3	-5	3	6	-8	1	3	7	CCC(C)NC(=O)CN(c1ccc(OC)cc1)S(=O)(=O)c1ccc(NC(C)=O)cc1 (configuration not stated)
7	-1.5	5	2	-1	1	-3	0	5	1	COc1cccc(C(=O)N2CCN=C2SCc2cccnc2)c1OC
8	0.6	21	/	0	3	-8	1	-7	10	O=C(Cc1ccccc1[N+](=O)[O-])c1ccc2c(c1)OCO2
9	-0.8	-2	-1	3	8	3	1	4	1	NC(=O)CSc1nccn1Cc1ccc(Cl)cc1
10	1.3	21	6	11	-6	-1	2	-6	5	CC(=O)NCC(=O)N(Cc1ccco1)C1(C(=O)NC2CCCC2)CCCCC1

# Entries above that contain sulfur:
nr	CRFBP-R2 agonist	CRFBP-R2 block	IDE inh	CHRM4 PAM	M5 PAM	CHRM5 agonist	M4 ag	M4 antag	CHRM5 antagonist	Structure
2	0.4	-5	2	7	-1	2	1	-7	11	CSCCC(NC(=O)c1ccccc1Cl)C(=O)NCc1ccncc1 (configuration not stated)
5	-0.5	2	-3	-5	-8	6	10	2	5	Cc1ccc(Cn2nc(C)c(C(=O)N3CCN(S(=O)(=O)/C=C/c4ccccc4)CC3)c2C)cc1
6	-0.3	3	-5	3	6	-8	1	3	7	CCC(C)NC(=O)CN(c1ccc(OC)cc1)S(=O)(=O)c1ccc(NC(C)=O)cc1 (configuration not stated)
7	-1.5	5	2	-1	1	-3	0	5	1	COc1cccc(C(=O)N2CCN=C2SCc2cccnc2)c1OC
9	-0.8	-2	-1	3	8	3	1	4	1	NC(=O)CSc1nccn1Cc1ccc(Cl)cc1

# Additional records.
nr	CRFBP-R2 agonist	CRFBP-R2 block	IDE inh	CHRM4 PAM	M5 PAM	CHRM5 agonist	M4 ag	M4 antag	CHRM5 antagonist	Structure
11	/	/	/	2	-1	2	1	-4	1	COc1ccc(NC(=O)C2Cc3c(-c4cccc(C(N)=O)c4)ccnc3O2)cc1OC (configuration not stated)
12	0.1	-5	2	1	3	-1	0	4	4	O=C(COC(=O)Cc1ccccc1F)NCCc1ccccc1
13	-2.9	2	1	-4	1	2	1	-3	-1	COCCCN1C(=O)C(=O)/C(=C(/O)c2ccc(OCC(C)C)cc2C)C1c1cccnc1 (configuration not stated)
14	-2.2	-4	7	-13	-8	-2	3	11	12	CC(Sc1ncnc2sccc12)C(=O)Nc1ccc(C(N)=O)cc1 (configuration not stated)
15	2.7	9	5	-4	3	-5	0	-7	3	CCOC(=O)C1=C(COC(=O)C2(C)CC2(Cl)Cl)NC(=O)NC1c1ccccc1 (configuration not stated)
16	-0.5	-12	/	4	-1	1	-1	4	6	CCN1C(C)=CC(=O)[C@@H](O)[C@H]1c1ccccc1Br
17	-0.5	-10	-1	-6	-1	-3	2	10	7	CCC(=O)Nc1ccc(C(=O)c2ccccc2)cc1
18	-0.6	-5	4	2	-1	3	2	-16	4	COC(=O)c1sccc1NC(=O)CC1C(=O)NCCN1C(=O)Nc1ccc(C(F)(F)F)cc1 (configuration not stated)
19	-0.7	-1	-4	5	-1	-6	2	-9	0	Cc1c(OCC(=O)NCCCn2ccnc2)ccc2c3c(c(=O)oc12)CCCC3
20	-1.3	-13	7	0	-14	-8	5	3	5	CC(C)C(=O)N1CCN(c2ccccc2NC(=O)c2cccc(Cl)c2)CC1
21	1.1	-8	-6	0	-6	-3	1	-9	-1	CN(C)C1(CNC(=O)C2CCN(S(=O)(=O)c3cccc(C(F)(F)F)c3)CC2)CCCCC1
22	0.3	13	1	2	1	-1	3	10	4	COc1ccc(N2CCN(C(=O)COc3ccc(S(=O)(=O)N4CCOCC4)cc3C)CC2)cc1
23	-0.6	2	4	24	-3	3	1	-10	7	Cc1ccc(OCC(=O)N(Cc2ccccc2)C(C)(C)C)c([N+](=O)[O-])n1
24	1.9	3	6	4	6	-3	2	-4	5	CCCOc1ccc(N2CC(C(=O)Nc3ccc(N4CCOCC4)cc3)CC2=O)cc1 (configuration not stated)
25	-0.6	3	-1	11	2	0	0	2	1	NC(CC(=O)O)c1ccc(F)cc1 (configuration not stated)
26	0.0	-6	4	-40	-21	-7	11	8	22	O=C(/C=C/c1ccccc1)Nc1cccnc1Oc1ccccc1F
27	/	/	/	-2	-9	-1	-1	0	4	Fc1ccc(-c2nc3ccc(Cl)cn3c2Cc2ccccc2C(F)(F)F)cc1
28	-0.4	7	2	-11	-12	3	16	-2	2	O=C(NNC(=O)c1cc(-c2ccccc2)nc2ccccc12)c1csc(N2CCOCC2)n1
29	-1.5	5	-4	8	0	-1	1	-7	-9	O=C1c2ccccc2NC(c2ccccc2)N1NS(=O)(=O)c1ccccc1 (configuration not stated)
30	5.0	10	2	2	-1	0	1	-2	10	Nn1cnnc1N/N=C/c1ccc(F)cc1

# Profiles as entered above. Order of screens: CRFBP-R2 agonist	CRFBP-R2 block	IDE inh	CHRM4 PAM	M5 PAM	CHRM5 agonist	M4 ag	M4 antag	CHRM5 antagonist
# Results for `Cc1ccc(OCC(=O)N(Cc2ccccc2)C(C)(C)C)c([N+](=O)[O-])n1` : -0.6	2	4	24	-3	3	1	-10	7
# Results for `CC(C)C(=O)N1CCN(c2ccccc2NC(=O)c2cccc(Cl)c2)CC1` : -1.3	-13	7	0	-14	-8	5	3	5

# (listing goes on)
nr	CRFBP-R2 agonist	CRFBP-R2 block	IDE inh	CHRM4 PAM	M5 PAM	CHRM5 agonist	M4 ag	M4 antag	CHRM5 antagonist	Structure
31	-2.3	-26	-5	1	-3	-1	2	-1	-2	Cc1ccc(S(=O)(=O)N2CCN(S(C)(=O)=O)C2c2ccccc2)cc1 (configuration not stated)
32	0.6	2	-4	4	1	-4	0	-2	5	O=C(O)COc1ccc(Br)cc1C(c1c(C(=O)O)[nH]c2ccccc12)c1c(C(=O)O)[nH]c2ccccc12
33	-0.5	-3	-4	11	7	3	1	15	5	CC(Sc1nc2sc3c(c2c(=O)n1-c1ccccc1)CCCC3)C(=O)O (configuration not stated)
34	-2.1	3	0	3	3	0	-1	2	5	CCOC(=O)CN1C(=O)N[C@@H](c2cccs2)C(C(C)=O)=C1C
35	-0.8	4	5	7	6	1	1	-2	0	CCCCn1c(N)c(N(C)C(=O)c2ccc(-n3cccn3)cc2)c(=O)[nH]c1=O
36	-1.9	5	7	52*	-2	-9	1	20	-17	CCN(CC)c1ncn(Cc2c(Cl)cccc2Cl)c2ncnc1-2
37	/	/	/	3	-3	0	-1	-6	3	Cc1nc(C(=O)N2CCC(C)(C(=O)NS(=O)(=O)C3CC3)C2)c(C)o1 (configuration not stated)
38	1.3	-10	1	23*	4	2	2	-9	3	CC(=O)Nc1sc(C)c(C)c1C(=O)OCC(=O)N(CC(C)C)C1CCS(=O)(=O)C1 (configuration not stated)
39	-0.5	8	5	4	7	1	1	-4	-9	COc1ccc(NC(=O)Cn2cccc2)cc1Cl
40	-0.7	6	0	15	-1	0	1	-20	0	O=C(NNC(=O)C1CCC1)c1cccc(Cl)c1
41	1.1	-2	3	-2	1	-1	4	5	-3	CCOC(=O)C1(Cc2cccc(OC)c2)CCN(Cc2cnc(C)s2)CC1
42	0.5	-6	10	2	1	-2	1	-8	-4	OCC(CO)(CO)NCc1ccc(-c2ccccc2)cc1
43	113*	-21	3	-16	-17	72*	110*	63*	42*	CCCOc1ccc(C(=O)NNC(=S)NC(=O)c2cccs2)cc1
44	-1.5	-2	-5	16	7	1	3	14	8	O=C(Nc1ccc(S(=O)(=O)N2CCOCC2)cc1)c1ccc([N+](=O)[O-])o1
45	-0.6	-10	1	-4	17	10	1	-8	-20	OCc1cn(-c2ccccc2)nc1-c1ccc(Br)cc1
46	3.1	1	5	26	2	-4	1	-8	1	O=C(N/N=C/c1ccc(Br)cc1)c1cc[n+](Cc2ccccc2)cc1
47	-2.0	-14	0	-4	-1	0	1	-11	0	CC1(C)O[C@@H]2C[C@H]3[C@@H]4C[C@H](F)C5=CC(=O)CC[C@]5(C)[C@H]4[C@@H](O)C[C@]3(C)[C@]2(C(=O)CO)O1
48	-0.9	13	8	-2	-3	-3	1	-4	5	CN(Cc1cnn(-c2ccccc2)c1)C(=O)C1CCC(=O)N(C2CC2)C1 (configuration not stated)
49	0.2	-2	-2	14	-1	-4	2	-10	-13	CC1C(=O)NN=C1C(=O)N/N=C/c1cccs1 (configuration not stated)
50	-0.6	12	/	2	0	1	7	-9	-5	CCn1cc(/C=C(\NC(=O)c2ccccc2OC)C(=O)N2CCOCC2)c2ccccc21
51	-0.6	22	2	-1	2	-2	1	7	0	Nc1nnc(SC2CCCC2)s1
52	-1.8	-34	3	6	-3	-4	-1	-9	-1	CCCN(CCC)S(=O)(=O)c1ccc(NC(=O)c2cc(C(=O)OC)cc([N+](=O)[O-])c2)cc1
53	0.5	-3	0	2	1	2	1	-6	5	CCCN1CCN(C(=O)Cn2ncc3ccccc32)CC1
54	10	-23	0	2	0	-3	1	2	1	CC(C)COC(=O)c1ccc(N2C(=O)c3ccccc3C2=O)cc1
55	-0.2	-2	2	-1	-4	-2	0	4	1	O=C(c1ccco1)c1n[nH]nc1-c1ccccc1
56	1.2	-3	-7	2	3	-4	2	-8	-12	O=C(OCc1ccccc1)/C(=C/c1cccc([N+](=O)[O-])c1)NC(=O)c1ccco1
